PolyA inhibitor: inhibitors of polyadenylation in S. cerevisiae. 0.02% of 300,000 active. S. cerevisiae SKY197-pL101 polyadenylation reporter, beta-gal luminescence; efflux-impaired pdr1/pdr3 knockout yeast; score 100 = 6 SD above DMSO. calls only at 12 µM;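 active means lowest replicate activity score at least 50, where 100 means six control SD above control mean; inconclusive means lowest score under 50 but half or more replicates reach 50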;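 further: yeast exposed to compound for 9 h at 30 °C; higher score means more reporter readthrough which indicates perturbed polyadenylation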
DYRK1A inh: inhibitors of rat Dyrk1A kinase; inhibition, % at 12.5 µM; Q63470; 0.43% of 310,000 active; ADP-Glo luminescence, NFATc1 peptide; AID 504441; in the data active means inhibition above about 50%;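 further: plate controls were vehicle with enzyme for no effect and no enzyme for full effect; many of its hits are not listed in these tables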
HDAC3 inh: human HDAC3 inhibition. recombinant HDAC3, fluorogenic peptide/trypsin coupled, fluorescence. inhibition, % at 8.3 µM. 0.15% of 320,000 active. AID 2718; in the data active means inhibition above about 26%, passing the limit was not always enough; inconclusive means no clear call, values can overlap the other calls
KCNK9 block: human KCNK9 channel inhibition; Q9NPC2; HEK293 KCNK9, FluxOR thallium flux fluorescence; stronger effect = lower value; B-score at 10 µM; 1.2% of 310,000 active;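 active means ratio B-score over 3 SD below the library mean, with starting fluorescence within 5 SD of its mean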;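 further: negative B-score means less thallium flux so channel inhibition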
Target sequence (Q9NPC2 whole entry, looked up): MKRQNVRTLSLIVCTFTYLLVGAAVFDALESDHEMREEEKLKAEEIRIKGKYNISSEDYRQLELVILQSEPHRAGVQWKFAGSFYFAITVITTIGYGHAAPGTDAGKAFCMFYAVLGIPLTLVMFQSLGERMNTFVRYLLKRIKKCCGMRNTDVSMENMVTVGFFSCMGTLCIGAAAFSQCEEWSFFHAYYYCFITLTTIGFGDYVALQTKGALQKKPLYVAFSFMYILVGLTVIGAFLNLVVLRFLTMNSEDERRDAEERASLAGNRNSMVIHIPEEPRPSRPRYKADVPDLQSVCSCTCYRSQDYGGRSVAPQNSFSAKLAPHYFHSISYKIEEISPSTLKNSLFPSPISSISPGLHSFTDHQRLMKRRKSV
hERG protect: hERG (human) protection from proarrhythmic block; 0.51% of 310,000 active; AID 1511; CHO-hERG, FluxOR thallium flux, dofetilide IC70 present; activation (rescue from dofetilide block), less the hit threshold, % at 10 µM; Q12809;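 active means activation above the mean of controls blocked by dofetilide plus 5 SD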;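 further: thallium influx through hERG after potassium depolarization seen as dye fluorescence rise; in these data hits start at about 4.7%; inactives centre near -7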
KCNQ1 block: human KCNQ1 channel inhibition. P51787. 1.3% of 310,000 active. B-score at 10 µM. CHO-K1 KCNQ1, FluxOR thallium flux fluorescence; stronger effect = higher value;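 active means compounds whose thallium flux B-score, printed positive for inhibition, exceeds three library SD while starting fluorescence stays within three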;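 further: channel opened by potassium depolarization with thallium stimulus after 20 min compound exposure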
GSK3B inh: human GSK3beta kinase inhibition; GST-GSK3beta kinase, ADP-Glo luminescence, 60 min; stronger effect = lower value; activity score (negative = inhibition), % at 10 µM; 0.038% of 300,000 active; AID 2097;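 active means more than half of replicate wells score below -50%, meaning over 50% inhibition versus plate controls; inconclusive means some replicates but at most half score below -50%; inactive means no replicate scores below -50%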;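 further: 0% = median DMSO wells and -100% = median GW8510 positive control wells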
Target sequence (P49841 whole entry, looked up): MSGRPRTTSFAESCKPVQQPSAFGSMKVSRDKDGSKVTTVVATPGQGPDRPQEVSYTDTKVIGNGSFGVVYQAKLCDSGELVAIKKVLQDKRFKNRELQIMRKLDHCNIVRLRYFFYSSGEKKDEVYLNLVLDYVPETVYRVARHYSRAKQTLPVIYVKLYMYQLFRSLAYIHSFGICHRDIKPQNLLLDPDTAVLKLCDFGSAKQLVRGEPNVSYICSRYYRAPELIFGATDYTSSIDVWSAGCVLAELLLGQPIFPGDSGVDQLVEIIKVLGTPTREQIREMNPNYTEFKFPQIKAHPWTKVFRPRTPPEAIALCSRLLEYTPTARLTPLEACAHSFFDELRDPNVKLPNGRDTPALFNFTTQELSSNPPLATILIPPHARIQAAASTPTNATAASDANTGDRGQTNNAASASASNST
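Test system – GST-tagged human GSK3beta kinase, cell-free · Incubation – 60 min enzyme reaction, room temperature · Signal – ADP-Glo luminescence · Also added – peptide substrate and ATP at 25 µM · Controls – DMSO neutral wells and GW8510 at 20 µM as positive · Buffer or medium – Tris/MgCl2 kinase buffer · Measure – Luminescence-derived activity versus plate DMSO and GW8510 wells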
RGS4 act: RGS4 potentiation or activation; B-score at 10 µM; HEK293 M3R/inducible RGS4, carbachol calcium flux Fluo4; stronger effect = lower value; 0.92% of 310,000 active; AID 463111;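 active means B-score of the integrated calcium signal more than 4 SD below the library mean, with starting fluorescence not abnormally high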;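 further: negative B-score means reduced calcium response which marks RGS4 activation or potentiation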
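Assay system: HEK293 FlpIn-TREx cells, stable M3R, doxycycline-inducible RGS4 / Probe or stimulus: carbachol, ECmax concentration / Times: overnight RGS4 induction, 30 min dye load 37 °C, 20 min compound RT / Signal: kinetic calcium fluorescence imaging with Fluo4-AM dye, 2 µM / Measure: Agonist-evoked peak-minus-minimum fluorescence over baseline, integrated ratio, B score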
KCNK3 block: human KCNK3 channel inhibition, primary screen | 0.84% of 340,000 active | B-score at 10 µM | O14649 | CHO-KCNK3 thallium flux, FluxOR fluorescence; stronger effect = lower value;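 active means B-score under library mean minus 4 SD, starting fluorescence ratio at most library mean plus 5 SD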;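 further: more negative B-score means stronger inhibition of thallium flux through KCNK3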
GSK3A inh: blocks human GSK-3 alpha kinase; ADP-Glo luminescence, 60 min; inhibition, % at 10 µM; P49840; 0.1% of 320,000 active; AID 2650;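 in the data active means inhibition above about 50%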;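 further: GST-tagged GSK-3 alpha with peptide substrate and 25 µM ATP; 0% = DMSO neutral wells and 100% = GW8510 positive control wells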
KCNQ1 pot: potentiates or activates the human KCNQ1 potassium channel. P51787. CHO-K1 KCNQ1, thallium flux FluxOR fluorescence; stronger effect = higher value. B-score at 10 µM. 0.35% of 310,000 active;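 active means fluorescence ratio B-score, a plate-corrected score, at least three library SD, with initial intensity B-score within 5 SD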
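System: CHO-K1 cells stably expressing KCNQ1 / Medium: assay buffer for compound exposure, DMSO matched across wells / Reagent: thallium- and potassium-containing depolarizing buffer / Compound: one concentration, matched DMSO / Incubation: 20 min compound pretreatment at room temperature / Measured by: kinetic FluxOR fluorescence, 10 s baseline plus 110 s post-stimulus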
* = called active by the depositor; i = inactive; ? = inconclusive; . = not tested or not shown. Some of the compounds tested. The share of hits here may be higher or lower than overall.

SMILES	PolyA inhibitor	DYRK1A inh	HDAC3 inh	KCNK9 block	hERG protect	KCNQ1 block	GSK3B inh	RGS4 act	KCNK3 block	GSK3A inh	KCNQ1 pot
O=c1c(-c2ccccc2)n[nH]c2ccccc12	i	-0.6	0.4	i	-7.9	i	0.1	i	i	0.1	i
Cc1cc(C(=O)NNC(=S)NCc2ccco2)n(C)n1	i	-2.5	-1.1	i	-8.5	i	0.1	i	i	-2.1	i
Cc1cc(C)c2cc(C)c3nnc(SCC(=O)NCc4ccc5c(c4)OCO5)n3c2c1	i	-8.4	2.8	i	-11.9	i	2.3	i	i	-4.0	i
CC(CN1CCCC1)OC(=O)C(c1ccccc1)c1ccccc1 (centres undefined)	i	-4.0	-10.4	i	-8.2	i	-0.7	i	i	-0.6	i
COCCN(C(=O)COC(=O)CCS(=O)(=O)c1ccccc1)c1c(N)n(Cc2ccccc2)c(=O)[nH]c1=O	i	2.4	.	i	-13.0	i	2.6	i	i	-2.2	i
CCOC(=O)C1CCN(C(=O)c2cc(C)n(C(C)(C)C)n2)CC1	i	.	-5.9	i	-8.0	i	3.7	i	i	16.4	i
CCn1c(Cc2ccccc2)nnc1SCc1nc2ccccc2c(=O)[nH]1	i	4.0	3.4	i	1.9	i	-2.1	i	i	-2.9	i
CCOC(=O)c1c(C)c(C(=O)Nc2ccc3c(c2)OCCO3)c(C)n1C	i	-15.1	-1.7	i	-11.3	i	1.4	i	i	-3.2	i
COc1cc(/C=N/NC(=O)c2sc(N)c(C#N)c2C)ccc1O	i	3.3	12.3	i	-16.2	i	-45.1	i	i	64.9*	i
O=C(COc1coc(CN2CCc3ccccc3C2)cc1=O)Nc1cccc(F)c1	i	-1.5	.	i	-5.9	i	-9.7	i	i	-1.0	i
O=C(O)COc1ccc(/C=N/NC(=O)C(O)(c2ccccc2)c2ccccc2)cc1	i	-0.5	13.1	i	-9.5	i	5.4	i	i	-1.1	i
Cc1ccc(S(=O)(=O)NCCC(=O)OCC(=O)NCCc2ccccc2)cc1C	.	0.5	-0.7	i	-16.4	i	0.5	i	i	-2.9	i
COc1ccc(CC2(C)OC(c3ccc([N+](=O)[O-])cc3)=NN2C(C)=O)cc1 (centres undefined)	i	-0.7	1.4	i	-16.0	i	-5.1	i	i	-1.1	i
Nc1nc(-c2ccccc2)cc(-c2ccccc2O)n1	i	3.0	0.5	i	0.9	i	-1.6	i	i	0.7	i
Nc1c(-c2ccccc2Cl)cnn1-c1cccc([N+](=O)[O-])c1	i	-4.4	1.5	-7.62*	-11.6	i	0.5	i	i	-0.2	i
COc1cc(C)nc(NC(=O)COc2ccc(Cl)cc2C)n1	i	6.9	-0.6	i	-11.8	i	4.8	i	i	-2.5	i
CC1OC2(C)OC(=N)C1(C#N)C(C#N)(C#N)C2c1ccccc1 (centres undefined)	i	-3.1	-29.7	i	-16.4	i	0.5	i	i	1.2	i
O=C(CCc1nnc(Cc2c[nH]c3ccccc23)o1)NCC1CC12CCCCC2 (centres undefined)	i	7.0	6.1	i	-4.5	i	1.9	i	i	0.0	i
COc1ccc(C)cc1NC(=O)NCc1ccccn1	i	-1.6	-2.2	i	-6.9	i	2.4	i	i	4.3	i
CCOC(=O)c1nc(Nc2ccc(C)cc2)c2ccccc2n1	i	13.0	4.1	i	-5.4	i	2.4	i	i	-0.4	i
CSc1ccccc1C(=O)OCC(=O)NC1CCS(=O)(=O)C1 (centres undefined)	i	1.6	0.1	i	-5.8	i	2.6	i	i	-8.0	i
CCN(C(=O)CSc1nnc(-c2ccc(F)cc2)c2ccccc12)C1CCS(=O)(=O)C1 (centres undefined)	i	1.2	0.3	i	-10.1	i	-3.8	i	i	0.3	i
COc1ccc2c3c([nH]c2c1)C1CC2C(CC(O)C(OC)C2CO)CN1CC3 (centres undefined)	i	-5.5	-9.0	i	-5.5	i	0.5	i	i	-0.1	i
CCOc1ccc(N2C(=O)CC(Sc3nc4ccc(OCC)cc4s3)C2=O)cc1 (centres undefined)	i	-6.8	-4.7	i	-8.6	i	-0.7	i	i	-3.4	i

Three entries from above, ordered by number of heavy atoms, high to low:
SMILES	PolyA inhibitor	DYRK1A inh	HDAC3 inh	KCNK9 block	hERG protect	KCNQ1 block	GSK3B inh	RGS4 act	KCNK3 block	GSK3A inh	KCNQ1 pot
CCOc1ccc(N2C(=O)CC(Sc3nc4ccc(OCC)cc4s3)C2=O)cc1 (centres undefined)	i	-6.8	-4.7	i	-8.6	i	-0.7	i	i	-3.4	i
CC1OC2(C)OC(=N)C1(C#N)C(C#N)(C#N)C2c1ccccc1 (centres undefined)	i	-3.1	-29.7	i	-16.4	i	0.5	i	i	1.2	i
COc1ccc(C)cc1NC(=O)NCc1ccccn1	i	-1.6	-2.2	i	-6.9	i	2.4	i	i	4.3	i

(further entries)
SMILES	PolyA inhibitor	DYRK1A inh	HDAC3 inh	KCNK9 block	hERG protect	KCNQ1 block	GSK3B inh	RGS4 act	KCNK3 block	GSK3A inh	KCNQ1 pot
COc1ccccc1C1SCCN1S(C)(=O)=O (centres undefined)	i	1.5	-9.5	i	-2.5	i	-0.9	i	i	.	i
O=C(Nc1ccccc1O)/C(=C\c1ccccc1)NC(=O)c1ccccc1	.	1.4	9.6	i	-12.1	i	2.6	i	i	-0.1	i
CCOC(=O)c1sc(N)c(C(=O)OCC)c1C	i	.	3.3	i	-1.4	i	0.8	i	i	-5.8	i
C#CCOCCOCCOCCNc1nc(N2CCN(C(=O)C([C@@H](C)CC)n3cc(C(N)COC(=O)C(F)(F)F)nn3)CC2)nc(N2CCN(C(=O)[C@H](Cc3cc4ccccc4[nH]3)n3cc(C(N)CO)nn3)CC2)n1 (some centres undefined)	i	.	-1.0	i	-3.7	i	-4.1	i	.	2.5	i
CC(=O)Oc1ccc2nc(-c3ccc(Br)o3)oc(=O)c2c1	i	18.8	?	i	-2.8	i	-1.7	i	i	-5.3	i
CCOC(=O)c1ccc(NC(=O)CCNC(=O)c2ccc([N+](=O)[O-])cc2)cc1	i	-2.1	-2.5	i	-0.7	i	1.3	i	i	-3.2	i
Cc1cccc(C)c1NC(=O)CSc1nnc(NC(=O)C2CC2)s1	i	-2.3	-3.4	i	-3.7	i	3.4	i	i	-0.6	i
COCCC(=O)Nc1ccc2c(c1)CN(C(=O)CCOC)CC2	i	0.9	0.2	i	1.1	i	-2.1	i	i	-2.0	i
CCN1CCN(C(=S)Nc2ccc(Cl)cc2)CC1	i	.	1.9	i	-5.7	i	-1.1	i	i	-0.6	i
CC(=O)c1ccc(S(=O)(=O)N2CCN(c3ccccc3F)CC2)cc1	i	.	1.3	i	-10.0	i	-2.2	i	i	-5.5	i
O=C(O)CCNC1CCCCC1	i	3.3	2.0	i	-8.7	i	-2.0	i	i	-0.1	i
O=C(Nc1ccc(Cl)cc1)N[C@@H]1c2c(ccc3ccccc23)OC[C@@H]1CO	i	-5.3	1.1	i	-9.1	i	-0.4	i	i	-8.1	i
CN(Cc1ccccc1)S(=O)(=O)c1ccc(Cl)c(C(=O)NCCCN2CCOCC2)c1	i	-5.1	-1.1	i	-5.0	i	-0.4	i	i	-3.5	i
CCOc1ccc(NC(=O)C(=O)NCCN2CCN(S(=O)(=O)c3ccccc3)CC2)cc1	i	8.1	-2.4	i	-5.3	i	-2.2	i	i	0.5	i
N#Cc1cccc(NC(=S)Nc2ccccc2)c1	i	30.4	-1.2	i	-6.0	i	0.2	i	i	0.6	i
CC(C)(C)n1cnc2cc(NCc3cccs3)ccc21	i	3.4	3.8	i	-13.5	i	2.8	i	i	-1.6	i
COc1ccc(C(=O)N2CCC(C(=O)c3ccc(F)cc3)CC2)cc1	i	7.0	1.7	i	-5.1	i	-0.6	i	i	-1.1	i
O=C(NCc1ccccc1)c1ccc2ccccc2n1	i	17.7	2.7	i	-3.4	i	-0.3	i	i	-0.9	i
CCN(CC)C(=O)CN1C(=O)c2cccc3cccc1c23	i	-1.2	-4.6	i	-7.4	i	-2.1	i	i	-1.3	i
CCN(C(=O)c1ccccc1F)c1nc(-c2ccc(OC)cc2)cs1	i	-0.6	10.8	i	-8.5	i	0.9	i	i	-2.9	i
CC(C)(C)c1nnc(NC(=O)Nc2ccc(Cl)cc2)s1	i	11.0	2.5	i	-11.0	i	0.8	i	i	-0.4	i
COC(=O)C1=C(C)N(CC2CC2)C(=NCCN2CCOCC2)N[C@H]1c1ccccc1	i	-5.7	-0.8	i	-6.4	i	-1.3	i	i	-0.2	i
O=C(NCCc1ccccn1)c1nc(Cn2cc([N+](=O)[O-])cn2)no1	i	-0.1	-7.9	i	-7.5	i	.	i	i	0.9	i
O=C(NCCCn1ccnc1)c1cnn2c1NC(c1ccccc1)CC2C(F)(F)F (centres undefined)	i	0.7	-1.4	i	-9.2	i	-1.1	i	i	-4.0	i
Cc1ccc(-n2[nH]c(C)c(/C=N/NC(=O)c3cccc([N+](=O)[O-])c3)c2=O)cc1C	i	.	0.2	i	-10.2	i	0.0	i	.	-0.3	i
COc1ccc(C)cc1Nc1nc(-c2ccccc2O)nc2ccccc12	i	-2.3	-3.5	i	-3.9	i	2.6	i	i	-0.9	i
O=C(COC(=O)CC1CC2CCC1C2)NC(=O)NC1CCCC1 (centres undefined)	i	4.3	9.1	i	-10.1	i	-1.5	i	i	6.2	i
CCOc1ccc(NC(=O)COC(=O)c2ncc(Cl)c(Cl)c2Cl)cc1	i	6.3	10.9	i	-2.9	i	-0.1	i	i	-0.7	i
O=C(O)c1cccc(Nc2ncnc3ccc(Br)cc23)c1	i	19.9	0.3	i	-11.2	i	-5.6	i	i	13.9	i
COc1ccc(NC(=O)NCCCN2CCc3ccccc3C2)cc1	i	-2.0	-18.5	i	-3.7	i	2.1	i	i	-0.8	i
COc1ccccc1N1CCN(C(c2cccs2)C(C)NC(=O)C(=O)N2CCCCC2)CC1 (centres undefined)	i	2.1	-4.0	i	-7.9	i	-6.8	i	i	0.2	i
COc1ccc(NC(=O)CCCc2ccccc2)c(OC)c1	i	-3.5	-0.5	i	-1.9	i	3.8	i	i	-1.7	i
Nc1ccc(S(=O)(=O)NC2(C(F)(F)F)NC(=O)N(c3ccccc3F)C2=O)cc1 (centres undefined)	i	1.5	0.1	i	-5.3	i	0.4	i	i	-3.2	i
Cc1cc(C(=O)Nc2ccc(S(=O)(=O)N3CCCC3)cc2)no1	i	.	3.4	i	0.0	i	0.2	i	i	-1.9	i
